# Integrin act MD: integrin-mediated muscular dystrophy alleviation activation | Potency, µM (top dose mostly 38.3 µM), for inactives: top-dose activation, actives largely listed as activators | 350,000 compounds, 0.064% hits | alpha7betagal myoblasts, beta-gal FDG fluorescence, 48 h;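 note: potency is the fitted concentration of half-maximal effect; 100% = response of the positive control SU9516; nearly all actives have a fitted effect of over 60% in size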
#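 Alpha7betagal+/- myoblasts (passage 13) were plated 16-24 hr, then exposed to compounds (1:260 dilution of DMSO stock) for 48 hours at 37C. After MPER lysis, β-galactosidase reporter activity was read as FDG fluorescence (ex 480/em 540) after 30 minutes.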
# Giardia kill: Giardia lamblia killing. AID 540267. 340,000 compounds, 0.15% hits. activity change, % at 7.66 µM, hits read low. Giardia lamblia trophozoite viability; in the data active = activity change below about -80%; inconclusive = between about -30% and that limit;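 note: parasites exposed to compound for two days anaerobically before the ATP read; % is set by controls: 0 for no effect and ±100 for the full control effect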
#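 Trophozoites 100 cells/well + cpd; 48 hrs, 37 deg C, anaerobic. ATPLite 1-Step added, 15-30 min RT, luminescence read (ATP-based viability).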
# PTAP TSG101 blk: blocks PTAP/TSG101 interaction to inhibit HIV-1 budding. Fluorescence polarization, FITC-PTAP peptide / Tsg101 binding. Potency, µM (top dose mostly 115 µM), without a hit: at the top dose activity change, negative = inhibition, hits mostly inhibitors. 340,000 tested, under 10 active; active = well fitted inhibition curve with a large enough effect in the main read-out, with a control signal flat, not every such curve was filed as active; inconclusive = small, poorly fitted or top-dose-only effect, or effect the other way, or a change in a side signal; inactive = no such curve, though single readings can be large or run the other way; note: potency is the fitted concentration of half-maximal effect; % of control where 0% means no effect
# Target sequence (Q99816 whole entry, looked up): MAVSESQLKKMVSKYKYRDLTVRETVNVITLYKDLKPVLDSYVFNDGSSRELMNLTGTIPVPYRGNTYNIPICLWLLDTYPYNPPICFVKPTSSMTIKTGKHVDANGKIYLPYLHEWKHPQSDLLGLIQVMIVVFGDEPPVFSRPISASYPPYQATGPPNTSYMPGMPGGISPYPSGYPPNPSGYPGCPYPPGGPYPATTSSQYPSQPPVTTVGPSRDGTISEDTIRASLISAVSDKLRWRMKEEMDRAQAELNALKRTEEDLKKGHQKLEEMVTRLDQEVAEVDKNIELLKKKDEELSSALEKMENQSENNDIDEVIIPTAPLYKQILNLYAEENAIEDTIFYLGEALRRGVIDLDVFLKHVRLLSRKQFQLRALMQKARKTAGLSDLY
#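 Tsg101 binding domain (10 uM final) was mixed with compound and a FITC-labeled PTAP peptide (50 nM final) in HEPES pH 7.5 buffer with NaCl, Tween 20, EDTA and TCEP; fluorescence polarization was read after 20 min at r.t.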
# ASM inhibitor: inhibitors of human secretory acid sphingomyelinase; 340,000 compounds, 0.006% hits; AID 504937; Potency, µM (series often up to 57.5 µM), inactives show at the highest dose activity change, negative = inhibition, actives largely listed as inhibitors; placental ASM, HMU-PC fluorogenic substrate, 60 min; note: potency is the fitted concentration of half-maximal effect
# Target sequence (P17405 47-631 limits assumed): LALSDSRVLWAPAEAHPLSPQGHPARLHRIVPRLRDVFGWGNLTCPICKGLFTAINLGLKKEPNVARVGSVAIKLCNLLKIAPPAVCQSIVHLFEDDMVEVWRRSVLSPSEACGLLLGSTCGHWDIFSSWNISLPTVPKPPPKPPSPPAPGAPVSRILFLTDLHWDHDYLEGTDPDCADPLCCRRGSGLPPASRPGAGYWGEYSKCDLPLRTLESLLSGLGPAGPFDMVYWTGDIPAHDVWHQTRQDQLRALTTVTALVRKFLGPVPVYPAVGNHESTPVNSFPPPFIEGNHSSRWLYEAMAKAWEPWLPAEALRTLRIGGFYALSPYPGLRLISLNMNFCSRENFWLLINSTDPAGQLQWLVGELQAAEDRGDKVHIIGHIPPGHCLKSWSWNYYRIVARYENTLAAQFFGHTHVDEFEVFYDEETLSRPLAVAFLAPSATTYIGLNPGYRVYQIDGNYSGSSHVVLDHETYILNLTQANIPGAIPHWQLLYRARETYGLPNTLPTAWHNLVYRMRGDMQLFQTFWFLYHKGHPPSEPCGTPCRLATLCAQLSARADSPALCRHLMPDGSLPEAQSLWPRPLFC
#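 HMU-PC0 cleavage (9 uM final) by human placental ASM, 60 min at 37 °C following 10 min compound exposure at RT; stopped at pH 10, fluorescence Ex 386/Em 447 nm.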
# * marks the source's active call; other numbers are inactive results; i = inactive; ? = inconclusive; [ ] = remark or other dose. Unless noted, calls come from the whole dose curve; as a rule, active = well fitted curve in the direction sought with a large enough effect; inconclusive = small, poorly fitted or top-dose-only effect, or another doubt; inactive = no such curve, though single readings can be large; an effect the other way counts as inactive or inconclusive. An excerpt; rates above refer to the full screens.
SMILES,Integrin act MD,Giardia kill,PTAP TSG101 blk,ASM inhibitor
Cc1cn(C2CCCCC2)c(=O)[nH]c1=O,39%,24,-1%,5%
CN(C(=O)c1ccc(Cl)cc1)c1ccc(OCC(=O)Nc2cc(C(=O)O)ccc2Cl)cc1,-6%,2,-5%,49%[activator]
CCN(CC)CCOc1ccc(C=NNc2nc3c([nH]2)c(=O)n(C)c(=O)n3C)cc1,?,-6,-6%,3%
O=S(=O)(CCS(=O)(=O)c1ccccc1)c1ccccc1,-53%[inhibitor],8,-2%,8%
CCOc1cc(CO)cc(Br)c1OCC(=O)O,27%,11,-3%,0%
O=C(c1ccco1)N1CCN(C(=O)C2CCN(S(=O)(=O)c3cccc4nsnc34)CC2)CC1,-22%,-1,0%,1%
CCCCCCCCCCCCN1[C@@H](CC(C)=O)c2cc(F)ccc2S1(=O)=O,-15%,24,-5%,-1%
Cc1ccc(-c2nnc(-c3ccc4ccccc4c3)o2)cc1,5%,?,-2%,-2%
CCOC(=O)N1CCc2c(sc(NC(C)=O)c2C(N)=O)C1,-2%,6,0%,40%[activator]
Nc1ccccc1/C=C/c1ccccc1N,19%,-4,-7%,i
CCOc1cc2c(cc1O)CCC1C2CCC2(C)C(O)CCC12 (centres undefined),3%,-14,1%,-2%
CCCCn1c(N)c(N(CCOC)C(=O)CC(NC(=O)c2ccccc2Cl)c2ccccc2)c(=O)[nH]c1=O (centres undefined),-13%,4,-2%,20%
Nc1ccc2c(c1)-c1ccc(F)cc1C2=O,9%,-21,-1%,-10%
CCN(C(=O)COC(=O)C1COc2ccccc2O1)c1c(N)n(Cc2ccccc2)c(=O)[nH]c1=O (centres undefined),-15%,8,2%,4%
CN1CCC2CC1c1cc(-c3ccc(C(F)(F)F)cc3)ccc12 (centres undefined),-29%,11,-7%,1%
O=C(Cc1ccc(NC(=O)C2CCN(C(=O)C3CC3)CC2)cc1)Nc1cccc(C(=O)N2CCCC2)c1,5%,13,0%,2%
CCOC(=O)c1c(CN2CCNCC2)nc2ccc(Cl)cc2c1-c1ccccc1,-29%,4,-2%,-7%
CCc1ccc(N(C(=O)c2ccco2)C(C(=O)NC2CCCC2)c2ccco2)cc1 (centres undefined),-18%,4,-2%,-2%
O=C(c1ccccc1)C(CN1CCCCC1)c1ccccc1 (centres undefined),-62%[inhibitor],3,-4%,1%
CC(C)(C)CC(C)(C)N=C1Nc2cc(Cl)c(Cl)cc2NC12C[C@H]1CCC(=O)N3CC[C@@H](C2)[C@@H]13 (some centres undefined),-37%,-17,-3%,-17%
CCC1(O)CCCC2C3CCC4CC(=O)CCC4(C)C3C(=O)CC21C (centres undefined),-7%,-14,-1%,7%
CC(=O)Nc1ccc(NC(=O)COC(=O)c2ccc(S(=O)(=O)N(C)c3ccccc3)cc2)cc1,13%,-21,0%,-7%
NC(=O)c1ccccc1N,9%,-27,-3%,16%
CN1CCN(C2Cc3cc(Cl)ccc3Sc3cc(F)ccc32)CC1 (centres undefined),-35%,-10,-6%,-4%

# Reprinted at random: 4 entries already listed, in no set order.
SMILES,Integrin act MD,Giardia kill,PTAP TSG101 blk,ASM inhibitor
CC(=O)Nc1ccc(NC(=O)COC(=O)c2ccc(S(=O)(=O)N(C)c3ccccc3)cc2)cc1,13%,-21,0%,-7%
CCc1ccc(N(C(=O)c2ccco2)C(C(=O)NC2CCCC2)c2ccco2)cc1 (centres undefined),-18%,4,-2%,-2%
CCOC(=O)c1c(CN2CCNCC2)nc2ccc(Cl)cc2c1-c1ccccc1,-29%,4,-2%,-7%
CN1CCC2CC1c1cc(-c3ccc(C(F)(F)F)cc3)ccc12 (centres undefined),-29%,11,-7%,1%

# (list continues)
SMILES,Integrin act MD,Giardia kill,PTAP TSG101 blk,ASM inhibitor
Cc1c(/C(O)=C2\C(=O)C(=O)N(CCCN(C)C)C2c2ccco2)cnn1-c1ccccc1 (centres undefined),-22%,-3,-5%,0%
O=c1[nH]cnc2c1ccn2C1OC(CO)C(O)C1O (centres undefined),-7%,12,-1%,2%
COc1ccc([C@@H]2Sc3ccccc3NC(=O)[C@@H]2O)cc1,-50%[inhibitor],-26,-7%,-6%
CCOC(=O)Nc1cccnc1Sc1ccc(Cl)cc1,17%,-1,-2%,3%
O=C(COc1ccc(Br)cc1)NN1C(=O)c2ccccc2C1=O,11%,0,-1%,-4%
CC(C)C[C@@H](CN)NC(=O)c1nc[nH]c1C(=O)N[C@@H](C)C(=O)CNC[C@H](CC(C)C)NC(=O)c1nc[nH]c1C(=O)N[C@@H](CC(=O)O)C(=O)O,37%,5,0%,6%
Cc1c2cc[n+](CCN3CCCCC3)cc2c(C)c2c1[nH]c1ccc(O)cc12,-8%,-14,-2%,-6%
COc1ccc(Cl)c(CNC[C@H]2O[C@@H](n3cnc(C(N)=O)n3)[C@H](O)[C@@H]2O)c1,-3%,16,0%,-2%
CC(C)CNC(=O)C1Nc2ccc(OC(F)(F)F)cc2C2C=CCC12 (centres undefined),24%,-21,-4%,9%
O=C(COC(=O)c1n[nH]c(=O)c2ccccc12)Nc1cccc(S(=O)(=O)N2CCOCC2)c1,7%,0,-3%,-6%
O=C(O)C1=C[C@H](C2CC2)C[C@H](OCc2ccc(CO)cc2)O1,0%,-5,-14%,0%
CC(C)(C)CC(C)(C)n1nnnc1N,4%,-7,-4%,-4%
O=C(C=Cc1cccs1)c1ccc(Cl)s1,0%,-3,-4%,7%
CCC1(CC)CNC(=O)NC1,-5%,15,-4%,-2%
CC(C)CC(CO)NS(=O)(=O)c1cccc(Cl)c1F (centres undefined),29%,1,0%,0%
COc1cccc(NC(=O)c2cc(-c3ccco3)nc3ccccc23)c1,18%,-7,-6%,10%
CCN(CC)c1ccc(C2C(C(C)=O)C(=O)CC(C)(O)C2C(C)=O)cc1 (centres undefined),5%,9,1%,3%
O=C(COc1ccc(F)cc1)c1ccc2c(c1)CCCC2,19%,-6,0%,-2%
Nc1ccccc1C#Cc1ccc2[nH]ccc2c1,9%,9,-9%,-6%
Cn1c(=S)c2[nH]c(SCc3cccnc3)nc2n(C)c1=O,-1%,-4,-1%,2%
O=C(Cc1cccc(NC(=O)C2CCCN(C(=O)C3CCCC3)C2)c1)Nc1ccc(C(=O)N2CCCCC2)cc1 (centres undefined),3%,-17,-3%,-5%
COC(C[C@H]1O[C@@H]1[C@H](O)[C@H](C)OCc1ccccc1)OC,15%,11,0%,3%
COc1cc(OCc2ccccc2)c(OC)c(OCc2ccccc2)c1,-13%,5,0%,-3%
O=C(OCc1ccccc1)N1CCC2CC1c1c(Cl)cccc12 (centres undefined),-11%,8,2%,0%
O=C(NC1CC1)C1Nc2ccc(OC(F)(F)F)cc2C2C=CCC12 (centres undefined),-18%,-4,-1%,-1%
C#CCOCCOCCOCCNc1nc(N2CCN(C(=O)[C@H](C)n3cc(CCC(=O)O)nn3)CC2)nc(N2CCN(C(=O)[C@H](CCCCN)n3cc(CCCC)nn3)CC2)n1,13%,8,-3%,5%
Cc1cc(NC(=O)COC(=O)[C@@H]2CCCN2C(=O)c2cccs2)no1,2%,-1,-2%,3%
O=C(O)c1ccc(Oc2nc3ccccc3s2)cc1,26%,10,2%,5%
O=C(Nc1ccccc1Cl)O/N=C/c1ccncc1,14%,-9,-4%,3%
CC(=O)N1CCN(c2ccc(Oc3nc(-c4ccccc4)nc4ccccc34)cc2)CC1,3%,22,-2%,-7%
COc1ccc(-c2cc(C(=O)N/N=C/c3cc(OC)c(OC)cc3OC)c3ccccc3n2)cc1,20%,0,57%[activator],277%
CCn1ncc(C(=O)Nc2ccc(F)cc2)c1C,6%,5,2%,1%
CC(C)[C@H](NC(=O)OCc1ccccc1)C(=O)OCC(=O)NCc1ccco1,3%,2,0%,-10%
CC(C=NNc1ccc([N+](=O)[O-])cn1)=Cc1ccccc1,-14%,12,11%,1%
CC(C)C[C@H]1CNC(=S)N1CC1CCN(CCC2CCCC2)CC1,3%,7,-8%,-1%
CN(C)c1ccc(/C=C2/C[N+](C)(C)C/C(=C/c3ccc(N(C)C)cc3)C2=O)cc1,-8%,-4,54%[activator],?
COc1ccc(N=Nc2c(C)[nH]c3ccccc23)cc1,14%,-3,-4%,-21%
CCOC(=O)C(=O)NC1CC=CCC1c1ccc2c(c1)OCO2 (centres undefined),-8%,-12,-3%,3%
CN(C)CCC(=O)N1C/C(=C/c2ccccc2)C(=O)/C(=C\c2ccccc2)C1,-54%[inhibitor],-16,0%,1%
Cc1cn([C@H]2C[C@H](O)[C@@H](CCC(=O)NCCc3cnc[nH]3)O2)c(=O)[nH]c1=O,14%,8,0%,7%
CCCN1CCC(=O)NC1=S,18%,7,-2%,4%
Cc1cc(C(=O)c2ccccc2)cc(C)c1O,-13%,9,2%,0%
Cc1ccc(-n2c(=O)c3c4c(sc3n3c(C)nnc23)COC(C(C)C)C4)cc1 (centres undefined),12%,-10,0%,-1%
CN(C)c1nc(Cl)nc2c1nc(Cl)n2C1CCCCO1 (centres undefined),-19%,-11,0%,2%
CCOc1cc(N2CCOCC2)c(OCC)cc1NC(=O)COC(=O)c1ccc(OC)c([N+](=O)[O-])c1,-32%,7,-2%,0%
O=C1OCCN1c1ccccc1,-16%,9,-5%,0%
CN(C)c1c([N+](=O)[O-])cc(N2C(=O)C=CC2=O)cc1[N+](=O)[O-],-28%,3,1%,-2%
COC(=O)/C=C/c1ccc2c(c1)S(=O)(=O)N(Cc1ccc(OC)cc1)[C@H]2CC(=O)OC,1%,-1,-2%,0%
O=[N+]([O-])c1cccc(COc2ccc(CN3CCOCC3)cc2)c1,-4%,-18,0%,2%
CC(=O)OC1CCC2(C)C(=CCC3C4CC(=O)N(O)C(=O)C4(C)CCC32)C1 (centres undefined),-12%,9,1%,?
CN(C(=O)c1ccc(NC(=O)Cc2ccc(NC(=O)C3CCCN(C(=O)C4CCCC4)C3)cc2)cc1)C1CCCC1 (centres undefined),15%,15,-9%,-7%
COc1ccc(C#Cc2c(-c3ccc(OC)cc3)oc3ccc(-c4ccc5c(c4)OCO5)cc23)cc1,-8%,8,-3%,i
COc1ccc(C(=O)Nc2ccc(S(=O)(=O)N3CCOCC3)cc2)cc1,-8%,5,-1%,-3%
O=S1c2ccccc2Oc2ccccc21,20%,30[activator],-3%,5%
COc1ccc(NC(=S)NCCCn2ccnc2)cc1,-24%,-18,-6%,3%
CC(=O)NC12CC3CC(C1)CC(C(=O)N1CCN(S(=O)(=O)c4cccc([N+](=O)[O-])c4)CC1)(C3)C2,?,-15,-2%,2%
CCOc1ccccc1OCCCC(=O)N1CCN(S(=O)(=O)c2cc(F)ccc2F)CC1,1%,-14,2%,-1%
O=C(c1ccc(Cl)cc1)N1CCN(c2ccc([N+](=O)[O-])c(NCc3cccnc3)c2)CC1,-33%,11,-6%,?
COc1ccc(NC(=O)c2oc3ccccc3c2NC(=O)c2ccc(OC)c(OC)c2)c(OC)c1,13%,5,-8%,22%
CCOC(=O)C[C@H]1c2ccc(C(F)(F)F)cc2S(=O)(=O)N1c1cccc(OC)c1,2%,-5,1%,-8%

# A section taken from the entries so far:
SMILES,Integrin act MD,Giardia kill,PTAP TSG101 blk,ASM inhibitor
COc1ccc(NC(=S)NCCCn2ccnc2)cc1,-24%,-18,-6%,3%
CC(=O)NC12CC3CC(C1)CC(C(=O)N1CCN(S(=O)(=O)c4cccc([N+](=O)[O-])c4)CC1)(C3)C2,?,-15,-2%,2%
CCOc1ccccc1OCCCC(=O)N1CCN(S(=O)(=O)c2cc(F)ccc2F)CC1,1%,-14,2%,-1%
O=C(c1ccc(Cl)cc1)N1CCN(c2ccc([N+](=O)[O-])c(NCc3cccnc3)c2)CC1,-33%,11,-6%,?

# Continuation.
SMILES,Integrin act MD,Giardia kill,PTAP TSG101 blk,ASM inhibitor
CC(OC(=O)c1cccc(S(=O)(=O)N(C)C)c1)C(=O)NCC(=O)Nc1ccc(F)c(F)c1F (centres undefined),8%,-16,0%,-2%
COc1cccc(N2C(=O)CC(N3CCN(S(=O)(=O)c4ccccc4[N+](=O)[O-])CC3)C2=O)c1 (centres undefined),9%,17,-2%,0%
CC(Sc1nc2ccccc2c(=O)n1CCCN1CCOCC1)C(=O)N1CCc2ccccc21 (centres undefined),-10%,18,-4%,-4%
COc1cc(C(C)=NNC(=O)c2ccncc2)ccc1O,15%,-18,1%,1%
CCOC(=O)C1CCN(C(=O)c2ccc(NS(=O)(=O)c3ccc4[nH]c(=O)[nH]c4c3)cc2)CC1,14%,1,-5%,2%

# Compound activity deposited in PubChem by National Center for Advancing Translational Sciences (NCATS).
